# BAP1 inh: inhibitors of BAP1 deubiquitinase, primary screen, biochemical, Ub-AMC fluorescence, kinetic; recombinant BAP1, Ub-AMC hydrolysis fluorescence kinetic; hits give low values; activity remaining (% of control), % at 20 µM; Ubiquitin carboxyl-terminal hydrolase BAP1 (Homo sapiens), Q92560; 72,000 compounds, 0.48% hits;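 active = activity remaining at or below 50% of control, provided the compound also passes the data quality filters; inactive = the rest, including low values that fail the filters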;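 note: 100% = DMSO wells rate and 0% = substrate alone blank rate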
# Target sequence (Q92560 whole entry, looked up): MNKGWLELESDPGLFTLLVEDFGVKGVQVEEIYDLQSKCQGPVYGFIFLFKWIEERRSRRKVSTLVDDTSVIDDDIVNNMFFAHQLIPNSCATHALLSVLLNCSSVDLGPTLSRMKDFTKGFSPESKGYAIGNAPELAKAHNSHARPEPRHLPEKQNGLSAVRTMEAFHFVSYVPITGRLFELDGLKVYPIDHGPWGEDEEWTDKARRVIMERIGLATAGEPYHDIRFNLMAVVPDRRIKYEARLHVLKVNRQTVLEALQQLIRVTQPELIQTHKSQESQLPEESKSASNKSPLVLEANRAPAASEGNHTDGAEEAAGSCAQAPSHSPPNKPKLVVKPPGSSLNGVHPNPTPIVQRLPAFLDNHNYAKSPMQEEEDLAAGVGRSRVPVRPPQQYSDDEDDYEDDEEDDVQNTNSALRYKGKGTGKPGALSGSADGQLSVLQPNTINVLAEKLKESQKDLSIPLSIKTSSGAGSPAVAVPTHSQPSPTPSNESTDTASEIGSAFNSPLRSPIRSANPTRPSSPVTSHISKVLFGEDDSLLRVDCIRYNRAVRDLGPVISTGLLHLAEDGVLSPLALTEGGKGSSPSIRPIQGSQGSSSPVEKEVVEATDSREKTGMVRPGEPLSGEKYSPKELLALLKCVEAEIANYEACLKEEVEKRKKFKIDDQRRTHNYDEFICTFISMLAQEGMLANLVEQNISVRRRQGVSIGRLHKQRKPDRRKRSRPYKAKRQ
# HePTP inhibitor: inhibitors of human HePTP phosphatase, primary screen, biochemical, absorbance, leukemia target. recombinant HePTP phosphatase activity, OD absorbance. Tyrosine-protein phosphatase non-receptor type 7 (Homo sapiens), P35236. inhibition, % at 20 µM. 110,000 compounds, 0.64% hits. AID 521, 2006; in the data active = inhibition above about 50%;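 note: plate controls were vehicle for no effect and reference inhibitor for full effect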
# Target sequence (P35236 whole entry, looked up): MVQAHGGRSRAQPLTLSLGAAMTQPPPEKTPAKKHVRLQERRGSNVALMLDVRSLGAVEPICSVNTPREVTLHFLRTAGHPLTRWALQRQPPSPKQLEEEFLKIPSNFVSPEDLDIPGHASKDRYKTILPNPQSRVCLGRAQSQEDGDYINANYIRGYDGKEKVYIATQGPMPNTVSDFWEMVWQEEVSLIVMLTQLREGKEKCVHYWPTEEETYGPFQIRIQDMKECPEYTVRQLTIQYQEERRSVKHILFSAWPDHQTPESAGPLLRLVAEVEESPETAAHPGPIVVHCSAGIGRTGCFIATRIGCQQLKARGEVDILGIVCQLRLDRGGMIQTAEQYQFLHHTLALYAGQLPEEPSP
# * marks the source's active call; other numbers are inactive results; x = no result given.
# Preview:
smiles | BAP1 inh | HePTP inhibitor
C=CCOC(=O)C1=C(C)NC(C)=C(C(=O)OCC=C)C1c1ccc(OC)cc1 | x | 6.3
O=C(O)C(Cc1ccccc1)N1C(=O)/C(=C/c2ccc(F)cc2)SC1=S (configuration not stated) | x | -9.8
COc1cccc2c1NC(c1ccc(F)cc1)C1CC=CC21 (configuration not stated) | x | 5.9
CC(=O)N1CCc2cc(NS(=O)(=O)c3cccs3)ccc21 | 94.6 | 5.0
CCOc1ncccc1C(=O)OCc1cc(=O)oc2c(C)c(C)ccc12 | 66.2 | -2.4
Cc1ccc(S(=O)(=O)NC(=O)c2ccccc2)cc1C(C)C | x | 7.7

# Main list (from the top)
smiles | BAP1 inh | HePTP inhibitor
C=CCOC(=O)C1=C(C)NC(C)=C(C(=O)OCC=C)C1c1ccc(OC)cc1 | x | 6.3
O=C(O)C(Cc1ccccc1)N1C(=O)/C(=C/c2ccc(F)cc2)SC1=S (configuration not stated) | x | -9.8
COc1cccc2c1NC(c1ccc(F)cc1)C1CC=CC21 (configuration not stated) | x | 5.9
CC(=O)N1CCc2cc(NS(=O)(=O)c3cccs3)ccc21 | 94.6 | 5.0
CCOc1ncccc1C(=O)OCc1cc(=O)oc2c(C)c(C)ccc12 | 66.2 | -2.4
Cc1ccc(S(=O)(=O)NC(=O)c2ccccc2)cc1C(C)C | x | 7.7
O=C(NCc1ccc2c(c1)OCO2)c1nnc(Cc2ccc(Cl)cc2)o1 | 84.4 | 3.7
CC1(C)S[C@@H]2[C@H](NC(=O)C(C(=O)O)c3ccccc3)C(=O)N2[C@H]1C(=O)O (some centres not stated) | 132.0 | -3.4
CCC(CO)N=Cc1c(O)n(-c2c(Cl)cccc2Cl)c2ccccc12 (configuration not stated) | x | 16.8
O=C(NCCCNC(=O)c1cccs1)c1cccs1 | 97.6 | 1.7
Cc1nnc(SCCn2c(N3CCCCC3)nc3c2c(=O)[nH]c(=O)n3C)s1 | 108.7 | x
O=C(c1ccc([N+](=O)[O-])cc1)N1CCN(c2cccc(Cl)c2)CC1 | x | 3.5
C=CCN1C(=O)/C(=C\c2ccc(OC)cc2)SC1=Nc1ccccc1 | x | -1.8
COC(=O)C1=C(C)N(c2ccc(Cl)cc2)C(=O)/C1=C\c1ccc(O)c(OC)c1 | x | -7.9
COc1ccc2nc(NC(=O)c3ccc(-n4nc(C)cc4C)cc3)sc2c1 | 125.0 | -0.3
Cc1ccc(C23CC4CC(CC(C(=O)Nc5nn[nH]n5)(C4)C2)C3)cc1 | x | 2.2
O=C(CN1C(=O)C2C3C=CC(C3)C2C1=O)NC1CCCc2ccccc21 (configuration not stated) | 123.7 | 7.2
CCOc1cc2oc(=O)cc(C)c2cc1CC | x | 2.1
CCOC(=O)N1CCN(C(=O)c2cn(CCOC)c(=O)c3c2c2ccccc2n3C)CC1 | x | -0.4
Cc1ccc(C(=O)CC(C(=O)O)c2cn(CCC#N)c3ccccc23)cc1 (configuration not stated) | 87.5 | -6.4
CCOC(=O)C1CCN(C(=O)C2c3ccccc3C(=O)N(C)C2c2ccc(OC)cc2)CC1 (configuration not stated) | x | 6.0
O=C(NCC1CCCO1)c1nnc(Cc2ccc(F)cc2)o1 (configuration not stated) | 97.8 | -3.8
COc1ccc(-c2csc(C3=C(O)CN(Cc4ccc(S(N)(=O)=O)cc4)C3=N)n2)cc1OC | x | 6.9
NC(=O)c1ccc(NC(=O)C2COc3ccccc3O2)cc1 (configuration not stated) | x | 6.6
COc1ccc(S(=O)(=O)NNC(=O)C(=O)Nc2ccccn2)cc1 | x | 5.9
COc1ccc2[nH]c(=O)c(CN(Cc3ccc4c(c3)OCO4)C(C)=O)cc2c1 | 83.2 | -8.2
CC1=C(C(=O)OC(C)C)C(c2cc3c(cc2[N+](=O)[O-])OCO3)C2=C(CC(C)(C)CC2=O)N1 (configuration not stated) | x | -2.8
CC1Cc2ccccc2N1C(=O)COc1nc2ccccc2nc1N1CCOCC1 (configuration not stated) | 71.4 | -5.6
C/C(=N\O)C(=O)NCCN1CCCCC1 | 102.6 | -5.5
CC1(C)CC(Cc2ccccc2)(C(=O)O)CCO1 (configuration not stated) | x | 4.7
Cc1cccc(N(C)S(=O)(=O)c2ccc3[nH]cc(C(=O)N4CCOCC4)c(=O)c3c2)c1 | x | -13.7
NC(=O)CC(NSc1ccccc1[N+](=O)[O-])C(=O)O (configuration not stated) | 179.5 | x
COc1ccccc1Nc1nc(C(F)(F)F)c(-c2ccccc2)s1 | x | -7.1
O=C(Nc1ccc(/C=C/C(=O)c2cccs2)cc1)c1ccc(Br)cc1 | x | 2.8
CC(=O)CSc1nnc(CSc2ncccn2)n1C1CCCCC1 | 93.0 | 5.8
COCCOC(=O)C1=C(C)NC(=S)NC1c1ccc(Cl)cc1 (configuration not stated) | x | 5.0
Cc1cc(C)n2cc(CSc3nnnn3-c3ccc(Cl)cc3)nc2n1 | 116.0 | 5.4
CN(C(=O)Cn1c(=O)n(CCCCC(=O)NC2CCCC2)c(=O)c2ccccc21)C1CCCCC1 | 95.8 | 9.6
CCOc1ccc2cc(/C=N/Nc3nc(-c4ccccc4)c4cc(Cl)ccc4n3)c(=O)[nH]c2c1 | x | 2.9
O=C1NC(=S)N(c2ccc(Cl)cc2)C(=O)/C1=C/c1ccc(Oc2ccc([N+](=O)[O-])cn2)cc1 | x | 3.1
Cc1c2cccn2cc[n+]1C | x | 2.4
CCN(CC)c1ccc(NC(=O)c2cccc(OC)c2)c(C)c1 | 65.5 | 0.8
Cn1c(NC(=O)c2ccccc2)cc(=O)n(C)c1=O | 99.9 | -9.0
COC(=O)C1=NN(C(=O)C(C)C)C(O)(c2ccccc2)C1 (configuration not stated) | x | 1.3
COCCn1c(=N)c(C(=O)NCCc2ccc(OC)cc2)cc2c(=O)n3cccc(C)c3nc21 | x | -10.6
CCOC(=O)C1CCCN(C(=O)c2cc(=O)c3ccccc3o2)C1 (configuration not stated) | 102.0 | -14.7
O=[N+]([O-])c1ccccc1Nc1nnc(-c2ccccc2)c(-c2ccccc2)n1 | x | 6.5
CC1=C(C(=O)OC2CCCCC2)C(c2ccccc2[N+](=O)[O-])C2=C(CCCC2=O)N1 (configuration not stated) | x | 10.7
Cn1c(=O)c2c(-c3ccncc3)c3c(nc2n(C)c1=O)-c1ccccc1C3=O | 107.9 | 8.6
O=C(O)c1cc(-c2cn[nH]c2-c2ccccc2)nc2ccc3ccccc3c12 | x | 5.2
Cc1cccc(OCC(=O)Nc2ccccc2N2CCN(C(=O)C(C)C)CC2)c1C | 88.5 | 4.2
COC(=O)c1ccccc1NC(=O)CN1C(=O)C2CCCN2c2ncc(Cl)cc21 (configuration not stated) | x | 2.6
O=C(/C=C/c1ccccc1)OCCN=C1NS(=O)(=O)c2ccccc21 | x | 2.4
Cc1nc(S(=O)(=O)N(C)Cc2ccccc2)c(C#N)c(C)c1Cl | 97.8 | 6.5
COc1cc(OC)c(OC)cc1CN1CCN(Cc2ccccn2)CC1 | x | -6.4
O=C(NCCN1CCOCC1)c1ccc2c(c1)N(Cc1ccccc1)CCS2 | 109.3 | 0.6
CC1=C(C(=O)OC2CCCCC2)C(c2ccncc2)C2=C(CC(c3ccccc3)CC2=O)N1 (configuration not stated) | x | 3.4
COc1cc(C(=O)NN=C2CCCCCC2)cc(OC)c1OC | x | 6.1
Cc1c(OCC(=O)c2ccc(Cl)cc2)ccc2c3c(c(=O)oc12)CCC3 | x | 6.7
CCOc1cccc(C(=O)Nc2cc3nn(-c4ccc(C)cc4)nc3cc2C)c1 | x | 3.7

# Ordered by molecular weight (high to low): 6 of the compounds above
smiles | BAP1 inh | HePTP inhibitor
COC(=O)c1ccccc1NC(=O)CN1C(=O)C2CCCN2c2ncc(Cl)cc21 (configuration not stated) | x | 2.6
Cn1c(=O)c2c(-c3ccncc3)c3c(nc2n(C)c1=O)-c1ccccc1C3=O | 107.9 | 8.6
CC(=O)CSc1nnc(CSc2ncccn2)n1C1CCCCC1 | 93.0 | 5.8
COc1cc(OC)c(OC)cc1CN1CCN(Cc2ccccn2)CC1 | x | -6.4
Cn1c(NC(=O)c2ccccc2)cc(=O)n(C)c1=O | 99.9 | -9.0
Cc1c2cccn2cc[n+]1C | x | 2.4

# The results go on:
smiles | BAP1 inh | HePTP inhibitor
O=C(NCCCn1ccnc1)c1ccc(Cl)cc1[N+](=O)[O-] | x | 11.3
COc1cc(Br)cc(/C=C2\C(=O)NC(=O)N(c3ccc(Cl)cc3)C2=O)c1OC | x | 2.0
CCOc1cc(/C=C2/SC(=S)N(C)C2=O)cc(Cl)c1OCCOc1ccc(Br)cc1 | x | -2.0
O=C(CSc1nc2cccnc2n1Cc1ccccc1)NCc1ccco1 | 83.8 | 11.0
CCOc1ccc(/C=C2/NC(=S)NC2=O)cc1 | x | -3.0
CCN1CCN(C(=O)CN(c2ccccc2C)S(C)(=O)=O)CC1 | 102.5 | -4.7
COc1ccc(N2C(=O)C3C(c4ccccc4C)OC4(C(=O)c5ccccc5C4=O)C3C2=O)cc1 (configuration not stated) | x | -13.6
Cc1ccc(N(C=NC#N)CC(=O)N2CCN(c3ccccc3)CC2)cc1 | 118.5 | 2.6
CC1CCN(C(=O)c2ccc(I)cc2)CC1 | x | 5.7
COc1cc(OC)c(-c2nn3c(C4CCCCC4)nnc3s2)cc1OC | x | -5.1
O=C1C2C3c4ccccc4C(C(=O)O)(c4ccccc43)C2C(=O)N1c1ccccc1Cl (configuration not stated) | 105.2 | x
O=C(CCSc1nnc(-c2ccco2)o1)Nc1ccc(Cl)cc1 | 81.4 | -4.7
COc1cc(C=C2C(=O)OC(C)(C)OC2=O)cc(Br)c1O | x | -12.3
Cc1ccc2nc(NC(=S)NC(=O)c3ccco3)sc2c1 | x | -5.4
O=C(CCCCCN1C(=O)c2ccccc2C1=O)Nc1cccc([N+](=O)[O-])c1 | 187.7 | x
CC1=CCC2C(=O)N(c3ccc(Br)cc3C)C(=O)C2C1 (configuration not stated) | 87.6 | 2.0
CCOC(=O)CN1C(=O)C(C)(C)Oc2ccc(C(=O)Nc3ccccc3)cc21 | 98.7 | 1.1
O=S(=O)(c1ccc2ccccc2c1)N(CC(O)CN1CCCCC1)c1ccccc1 (configuration not stated) | x | -9.3
O=C(COC(=O)c1cccs1)Nc1ccccc1 | x | 7.1
COc1ccc(-c2c(C)oc3c(CN4CCN(CCO)CC4)c(O)ccc3c2=O)cc1OC | x | 6.0
COc1ccc(/C=N/c2ncn[nH]2)cc1OC | x | -4.6
Cc1ccc(P(=O)(O)c2ccc(C)cc2)cc1 | x | -4.9
CCCCCc1c(C)nc(Nc2nc(C)c3cc(OC)ccc3n2)[nH]c1=O | 97.8 | 10.3
N#CC1=C(N)Oc2cc(O)ccc2C1c1cccs1 (configuration not stated) | 98.6 | 6.2
Nc1nc2c(s1)-c1ccccc1CC2 | x | 7.5
Cc1ccc(OCC(=O)N=Nc2c(O)[nH]c(=O)[nH]c2=O)cc1 | x | 3.2
CCCn1c(SCC(=O)Nc2sc(C)c(C)c2C(=O)OCC)nc2c1c(=O)n(C)c(=O)n2C | 45.4* | 9.1
CC(=O)Nc1ccc(C(=O)N2CCN(c3ccc(F)cc3)CC2)cc1 | x | 8.4
Cc1ccc(OC(=O)COc2ccc(Cl)cc2)cc1C | 88.8 | x
COc1ccccc1/C=C/C(=O)c1c(-c2ccccc2)c2cc(C)ccc2[nH]c1=O | x | -7.6

# Other results
SMILES | BAP1 inh | HePTP inhibitor
CCOC(=O)c1nc2nc(C)cc(=O)n2[nH]1 | 88.5 | -0.7
CCn1c(C2CC(=O)N(c3cc(C)cc(C)c3)C2)nc2ccccc21 (configuration not stated) | 86.7 | 4.1
Nc1c(Cl)cc(N2C(=O)C=CC2=O)cc1Cl | x | 10.1
CCn1cc(C2=NCC(C)O2)c2ccccc21 (configuration not stated) | 125.1 | 10.6
Cc1c(/C(O)=C2\C(=O)C(=O)N(CCN(C)C)C2c2cccs2)cnn1-c1ccccc1 (configuration not stated) | 72.2 | 0.0
CCCOC(=O)C1=C(C)NC2=C(C(=O)C(C(=O)OC)C(C)C2)C1c1ccc(N(CC)CC)cc1 (configuration not stated) | x | -5.7
CCOc1cc2[nH]c(=O)n(Cc3cccc(OC)c3)c(=O)c2cc1OCC | 48.3* | 7.4
O=C(NCCc1csc(-c2cccnc2)n1)c1ccco1 | 98.6 | -11.8
CCSc1oc(-c2ccccc2)nc1S(=O)(=O)c1ccccc1 | x | -7.0
COc1ccc(OC)c(C2CC(=O)c3c([nH]c(C(=O)OC(C)C)c3C)C2)c1 (configuration not stated) | 73.3 | 2.4
O=C(NC1CCCCCC1)C1CCN(S(=O)(=O)c2ccc(F)cc2)CC1 | 97.7 | -1.3
Cc1cc(C)c(C#N)c(SCS(=O)Cc2ccccc2)n1 (configuration not stated) | 124.2 | -2.3
CCCc1c(O)nc(SCCN(CCC)CCC)n(-c2ccccc2)c1=O | x | 2.1
CC1=Nn2c(nnc2-c2cc(C)[nH]n2)SC1 | 118.3 | 1.4
CN(C)S(=O)(=O)c1ccc(C(=O)Nc2nc(-c3cccs3)cs2)cc1 | 104.8 | 2.3
O=C(Nc1c(-c2ccccc2)nc2ccc(Cl)cn12)c1ccco1 | x | -12.1
O=C(CSc1nc2ccc(Br)cc2c(=O)n1-c1ccccc1)NCc1ccco1 | x | -8.9
Clc1ccc(-c2nc3nc4ccccc4nc3n2Cc2ccco2)cc1 | x | 6.1
O=C1c2ccccc2CC1Sc1nnc(-c2ccncc2)o1 (configuration not stated) | 98.8 | 0.5
Cc1cc(C(=O)N2CCN(c3cccc(Cl)c3)CC2)c(C)o1 | 78.5 | 5.1
COCCOC(=O)C1=C(C)NC(=O)CC1c1cc2c(cc1Br)OCO2 (configuration not stated) | 55.5 | 4.1
Cc1nnc(NC(=O)CSc2nnc(Cc3ccccc3)n2Cc2ccccc2)s1 | 158.9 | 6.7
COc1cc(NC(=O)COc2ccc(Br)c(C)c2)c(OC)cc1Cl | x | -5.4
COc1ccccc1N=C(NOC(C)=O)c1nonc1N | x | 6.5

# From PubChem
